Screening data deposited in PubChem by Columbia University Molecular Screening Center.
Htt clearance: clearance of mutant huntingtin inclusions, primary screen, imaging, HeLa Exon1htt(103Q)mCFP, confocal imaging. aggregate imaging; zero = plate's median compound well. inhibition, % at 1.5 µM. actives 0.42% (n = 47,000);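 active = inhibition of aggregate fluorescence above about 70%, also judged a hit by eye on the cell image, limit read from the data, passing the limit was not always enough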;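 note: cells exposed to compound for three days before fixation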
Htt clearance grain fraction: also measured in Htt clearance; calls as there; fraction fluorescence in grains; measured here: aggregate grain fluorescence fraction; hits give low values;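 scaled fraction of total cell fluorescence in grains with unit not stated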
* hit, by the source's call.

SMILES	Htt clearance	Htt clearance grain fraction
CC(C)(C)NCC(O)COCc1ccc(Cl)cc1 (stereo not drawn)	-31	37
CCOC(=O)c1c(N)sc(C(=O)N2CCCCC2)c1C	-22	23
CC(=O)c1c(N2CCN(Cc3ccccc3)CC2)[nH]c(-c2ccccc2)nc1=S	20	29
CC1Cc2nc(SCC(=O)c3ccccc3)n(Cc3ccccc3)c(=O)c2S1 (stereo not drawn)	-23	60
CC(=O)Nc1nc(C(=O)Nc2c(C)n[nH]c2C)cs1	-15	38
CC(C)CCNC(=O)C1CCCCN1S(=O)(=O)c1ccc(F)cc1 (stereo not drawn)	28	23
COCCN(Cc1cc2cccc(C)c2n2nnnc12)C(=O)C(F)(F)F	1	34
CCn1cc(C(=O)NCCCOC)c(=O)c2cc(S(=O)(=O)N(C)C3CCCCC3)ccc21	33	21
Clc1ccc(Nc2nc(-c3cccs3)cs2)nc1	-26	55
COc1ccc(-c2nc(CS(=O)CC(=O)NCCCN3CCCC3)c(C)o2)cc1OC (stereo not drawn)	-44	53
N#Cc1c(C(F)(F)F)cc(-c2ccco2)nc1SCc1ccncc1	-151	92
OCCN(CC(O)Cn1ccc2ccccc21)CC(O)Cn1ccc2ccccc21 (stereo not drawn)	3	37
Nc1nc(CSCCO)nc(Nc2ccc(F)cc2)n1	21	31
CN1CCN(C(=O)c2ccccc2-c2ccccc2C(=O)O)CC1	-15	50
C/C(Cl)=C\Cn1c(Nc2ccccc2)nc2c1c(=O)n(C)c(=O)n2C	1	22
CCOC(=O)C1CCN(C(=O)NC23CC4CC(CC(C4)C2)C3)CC1	22	16
CCc1ccc(Nc2cc(C(=O)NCCCN3CCOCC3)c3ccccc3n2)cc1	16	31
COc1nnc(-c2ccc(N3CCOCC3)c(NC(=O)c3ccco3)c2)c2ccccc12	46	12
Cc1cc(Cl)ccc1OCC(=O)N/N=C1\CCCc2ccccc21	-4	39
Cc1cccnc1NC(=S)NC(=O)c1cncc(Br)c1	-1	39
CC(C)OC(=O)CC(=O)CSc1nc2c(cc1C#N)CCCCCC2	-34	32
O=C(OCCN1C(=O)c2ccccc2C1=O)c1cccc(OC(F)F)c1	9	31
CCOCCCNC(=O)C(c1ccc(OC)cc1)N(Cc1ccc2c(c1)OCO2)C(=O)CNC(C)=O (stereo not drawn)	14	40
CCOC(=O)N1CC=C2C(C#N)=C(N)C(C#N)(C#N)[C@H](c3cccs3)[C@H]2C1	28	14
COC(=O)C1=C(C)NC(=O)/C1=C\c1cc(C)n(-c2cccc(C)c2)c1C	-12	35
CCOC(=O)CN(C(=O)CSc1nnc(CNc2ccc(C)cc2C)n1CC)c1ccccc1	33	12
O=[N+]([O-])c1cccnc1N1CCC(c2cc(-c3ccc(Cl)cc3)n[nH]2)CC1	38	13
Nn1c(Cc2ccccc2F)nnc1SCn1nnc2ccccc2c1=O	44	18
O=C(CSc1ncc(-c2ccc(F)cc2)[nH]1)NCc1ccco1	0	38
Cc1nnc(NC(=O)c2cc3n(n2)C(C(F)(F)F)CC(C2CC2)N3)s1 (stereo not drawn)	51	15
CC1=C(C(=O)Nc2ccc(F)cc2)C(c2ccncc2)C2=C(CCCC2=O)N1 (stereo not drawn)	16	16
CCCC(C)C(=O)Nc1nc(C)c(-c2csc(Nc3cc(OC)ccc3OC)n2)s1 (stereo not drawn)	2	38
O=C(CSc1nnc(-c2ccco2)o1)N1c2ccccc2CCc2ccccc21	26	13
COC(=O)c1ccc2c(c1)NC(=O)C(N1CCOCC1)S2 (stereo not drawn)	15	28
O=C(Nc1cccc(C(=O)N2CCCC2)c1)c1ccccc1	-5	21
CC1=CC(C)(C)N2C(=O)C3(C(C#N)=C(N)Oc4cc(O)ccc43)c3cccc1c32 (stereo not drawn)	-27	46
Cc1nn(-c2ccccc2)c2c1P(=O)(O)/C(=C1\N(C)c3ccccc3C1(C)C)C=N2	-9	37
CCOC(=O)c1sc(NC(=O)CSc2nncs2)c(C(=O)OCC)c1C	-91	72
O=C(O)c1ccc(NS(=O)(=O)c2ccc(Cl)c(Cl)c2)cc1O	37	24
Cc1ccc(N(CC(=O)NCCSCc2ccco2)S(C)(=O)=O)cc1	28	26
Cc1ccn(CCSCC(=O)O)n1	-49	32
COc1ccccc1OCC(=O)Nc1oc(-c2ccccc2)c(-c2ccccc2)c1C#N	-61	32
COc1ccc(-c2cn3cccnc3n2)cc1NC(=O)C1CCCC1	6	34
O=C(NCC(=O)N(Cc1ccc(F)cc1)C(C(=O)NC1CCCC1)c1ccco1)c1ccco1 (stereo not drawn)	29	31
Cc1ccc2cc(CN(Cc3ccc4c(c3)OCO4)Cc3nnnn3Cc3ccco3)c(=O)[nH]c2c1C	5	17
COc1ccc(C(c2nnnn2CC2CCCO2)N2CCN(c3cccc(C)c3C)CC2)cc1 (stereo not drawn)	-44	30
COCCCNC(=O)c1cccc(C(=O)NCCCOC)c1	-52	64
C/C(Cl)=C/CN1C(=O)C2C3C=CC(C3)C2C1=O (stereo not drawn)	-100	37
Cc1cc(C)nc(SCc2ccc(C(=O)O)o2)n1	68	10
CCn1c(=O)cc(OCC(=O)NCCCN2CC(C)CC(C)C2)c2ccccc21 (stereo not drawn)	14	16
C=CCSC1=C(C#N)C(c2ccc(OCC)cc2)CC(=O)N1 (stereo not drawn)	-22	45
CCSc1nnc(N(CCC#N)CCC#N)s1	-56	61
COC(=O)C1CCCN1S(=O)(=O)c1ccc2ccccc2c1 (stereo not drawn)	10	17
N#Cc1ccc(-c2nnnn2-c2ccc3c(c2)OCO3)cc1	5	35
CN/C=C1\C(=O)C(C)(C)Oc2ccc3ccc(=O)oc3c21	10	18
CC1=C(C(=O)OCc2ccccc2)C(c2ccsc2)C(C#N)=C(N)O1 (stereo not drawn)	-54	30
COC(=O)c1sc2ncccc2c1OCc1cccc(Cl)c1	35	20
Cc1nc2n(n1)CC(O)CS2 (stereo not drawn)	-37	42
O=C(C1CCCO1)N1CCN(c2ncccn2)CC1 (stereo not drawn)	68	6.4
CCCn1c(=N)n(CC(=O)c2ccco2)c2ccccc21	57	15

Further entries
SMILES	Htt clearance	Htt clearance grain fraction
CC1CCCCN1CCNC(=O)CN1C(=O)COc2ccccc21 (stereo not drawn)	46	18
CC1CC(=O)c2cnc(N)nc2C1 (stereo not drawn)	14	35
Cc1cc(C)n2nc(NCc3cccc(Br)c3)nc2n1	29	24
CSc1nc(C)c(Oc2ccccc2)c(=O)n1C	24	13
CCOC(=O)c1c(/N=C/N(C)C)sc(C(=O)OC)c1C	-12	42
Cc1cc(C)nc(SCC(=O)Nc2ccc(N3CCOCC3)cc2)n1	48	10
C=C(C)CSc1nncn1/N=C/c1ccc(OC)cc1	10	31
O=C(NCc1nc(-c2ccccc2)no1)c1ccc(Br)o1	5	16
Clc1ccc(NCc2nnc3n2CCCCC3)cc1	-3	35
COc1ccc2oc(=O)c(C(=O)n3ccc(C)n3)cc2c1	32	11
COC(=O)c1cc(=O)n(Cc2ccc(OC)c(OC)c2)c(=Nc2ccc(F)cc2)s1	-15	43
COc1ccccc1CNC(=O)C(CC(C)C)NS(=O)(=O)c1ccc2c(c1)oc(=O)n2C (stereo not drawn)	16	40
Cc1cc(C)cc(NC(=O)N2CCC(NC(=O)c3ccc(F)cc3)CC2)c1	14	18
CCCCNc1ncnc2c1cnn2-c1ccccc1	42	23
FC(F)(F)c1ccc(N2CCN(c3ncnc4c3nnn4Cc3ccccc3)CC2)nc1	-22	48
CC(=O)NC(CCS(C)(=O)=O)C(=O)Nc1cc(C)on1 (stereo not drawn)	24	24
C/C(=C\C(=O)c1ccncc1)Nc1ccccc1O	13	18
O=C1CSC(c2ccccn2)N1c1ccc(Cl)c(Cl)c1 (stereo not drawn)	-48	64
Cc1ccc(Cn2nnc3c(=O)[nH]c(C4CCCN(C(=O)Nc5ccc(F)cc5F)C4)nc32)cc1 (stereo not drawn)	-48	53
CC1OC(Nc2ccc(OC(F)(F)F)cc2)C(O)C(O)C1O (stereo not drawn)	-15	44
COc1ccc2nc(SCC(=O)Nc3ccccc3C#N)[nH]c2c1	-11	37
CN(C)S(=O)(=O)c1ccc(N2CCN(S(=O)(=O)c3ccc(F)cc3)CC2)c(Cl)c1	14	29
O=C(CCSc1ccccc1)Nc1ncccn1	25	14
COc1ccc(N2C(=O)CC(N3CCN(C4CCc5ccccc5C4)CC3)C2=O)cc1 (stereo not drawn)	29	13
O=C1C=C(c2ccccc2)CC(c2cccs2)C1n1cnc([N+](=O)[O-])c1 (stereo not drawn)	-32	53
Oc1ccc(N2CCN(C(c3cccs3)c3nnnn3CCc3ccccc3)CC2)cc1 (stereo not drawn)	-19	20
COc1ccccc1CCNC(=O)CCn1c(=O)oc2ccccc21	0	48
CCN(CCCNC(=O)c1[nH]c(C)c(C(C)=O)c1C)c1cccc(C)c1	17	28
O=C(CSc1nnc(-c2ccco2)o1)N1CCOCC1	20	28
C=CCN1C(=O)CN=C1Nc1ccc(OC)cc1OC	-57	33
CC1(C)CC(=O)N(CC(=O)NC2CCCC2)c2ccccc2S1(=O)=O	-17	56
N#CC1=C(N2CCCCC2)c2cc3c(n2C1=O)CCCC3	-68	71
O=C(O)C1CCCN1c1ncnc2ccccc12 (stereo not drawn)	28	13
CCOc1cc(N2CCOCC2)c(OCC)cc1NC(=O)COc1cccc2cccnc12	26	13
CCOC(=O)c1cccc2c1-c1ccccc1/C2=N/O	64	12
CC(=O)NC(Cc1c[nH]c2ccccc12)C(=O)NCc1ccc2c(c1)OCO2 (stereo not drawn)	-17	24
CCc1nnc(NC(=O)c2c(OC)cccc2OC)s1	33	11
Cc1nn(-c2ccc(F)cc2)c(C)c1NS(=O)(=O)c1ccc2ccccc2c1	-39	55
Cc1ccc(C(=O)/C=C/Nc2ccccc2C(N)=O)cc1	-3	45
Cc1ccc(S(=O)(=O)NCCSc2nnnn2-c2ccccc2)cc1	-16	23

Reformatted with values under each structure: entries from further up.
The line under a structure holds: Htt clearance | Htt clearance grain fraction
> O=C(CCSc1ccccc1)Nc1ncccn1
 : 25 | 14
> COc1ccc(N2C(=O)CC(N3CCN(C4CCc5ccccc5C4)CC3)C2=O)cc1 (stereo not drawn)
 : 29 | 13
> O=C1C=C(c2ccccc2)CC(c2cccs2)C1n1cnc([N+](=O)[O-])c1 (stereo not drawn)
 : -32 | 53
> Oc1ccc(N2CCN(C(c3cccs3)c3nnnn3CCc3ccccc3)CC2)cc1 (stereo not drawn)
 : -19 | 20
> COc1ccccc1CCNC(=O)CCn1c(=O)oc2ccccc21
 : 0 | 48
> CCN(CCCNC(=O)c1[nH]c(C)c(C(C)=O)c1C)c1cccc(C)c1
 : 17 | 28
> O=C(CSc1nnc(-c2ccco2)o1)N1CCOCC1
 : 20 | 28
> C=CCN1C(=O)CN=C1Nc1ccc(OC)cc1OC
 : -57 | 33
> CC1(C)CC(=O)N(CC(=O)NC2CCCC2)c2ccccc2S1(=O)=O
 : -17 | 56
> N#CC1=C(N2CCCCC2)c2cc3c(n2C1=O)CCCC3
 : -68 | 71
> O=C(O)C1CCCN1c1ncnc2ccccc12 (stereo not drawn)
 : 28 | 13
> CCOc1cc(N2CCOCC2)c(OCC)cc1NC(=O)COc1cccc2cccnc12
 : 26 | 13
> CCOC(=O)c1cccc2c1-c1ccccc1/C2=N/O
 : 64 | 12
> CC(=O)NC(Cc1c[nH]c2ccccc12)C(=O)NCc1ccc2c(c1)OCO2 (stereo not drawn)
 : -17 | 24
> CCc1nnc(NC(=O)c2c(OC)cccc2OC)s1
 : 33 | 11
> Cc1nn(-c2ccc(F)cc2)c(C)c1NS(=O)(=O)c1ccc2ccccc2c1
 : -39 | 55
> Cc1ccc(C(=O)/C=C/Nc2ccccc2C(N)=O)cc1
 : -3 | 45
> Cc1ccc(S(=O)(=O)NCCSc2nnnn2-c2ccccc2)cc1
 : -16 | 23

(more compounds)
SMILES	Htt clearance	Htt clearance grain fraction
COc1ccccc1CNC(=O)CCCN1C(=O)COc2ccc(C)cc21	-7	39
CCn1cc([N+](=O)[O-])c(C(=O)N2N=C(c3ccc4ccccc4c3)CC2c2ccccc2O)n1 (stereo not drawn)	3	17
O=C(O)C(Cc1cc2ccccc2[nH]1)N1C(=O)C2CC=C(Cl)CC2C1=O (stereo not drawn)	-32	23
CCOC(=O)c1c2c(c(=S)n(-c3ccccc3)c1N)CCC2	3	38
c1ccc(Oc2cccc(OCCn3cncn3)c2)cc1	-42	25
CC(C)(C)C(=O)CN1CCN(C2c3ccccc3-c3ccccc32)CC1	25	23
O=C(NCC(c1cccnc1)N1CCN(c2ccccc2)CC1)c1ccco1 (stereo not drawn)	-17	23
Cc1oc2cc(O)ccc2c(=O)c1Oc1ccccc1	59	15
Fc1ccc(C2NC(=S)NC3=C2N2CCC3CC2)cc1 (stereo not drawn)	68	6.3
CC1CCc2c(sc3ncn4c(SCC(=O)NCc5ccco5)nnc4c23)C1 (stereo not drawn)	24	16
CCN(C(=O)CSc1nc2cc(C(=O)OC)ccc2c(=O)n1Cc1ccco1)c1cccc(C)c1	-18	41
COc1ccc(C(=O)NCCc2nnc(SCC(=O)Nc3ccccc3C(C)C)n2C)cc1	-18	23
O=C(NC1CC2CCCC(C1)N2C(=O)NC1CCCCC1)c1ccc(F)cc1 (stereo not drawn)	-3	37
COCCCNC(=O)C12CCC(C)(C(=O)C1)C2(C)C (stereo not drawn)	15	17
COc1ccc(OCc2nc3ccccc3[nH]2)cc1	38	20
C=C(C)Cn1c(C)cc(C)c(S(=O)(=O)c2ccccc2C)c1=O	-10	46
NC(=O)c1cc(-c2ccccc2)nc(N2CCOCC2)n1	-1	20
CCOC(=O)C1=C(C)Nc2nc(SCC)[nH]c(=O)c2C1c1ccncc1 (stereo not drawn)	-19	44
N#Cc1nc(Cc2cccc3ccccc23)oc1NCC1CCCO1 (stereo not drawn)	18	35
CCOC(=O)c1oc2ccccc2c1NC(=O)c1ccc2c(c1)OCO2	-11	41
CN(C)CCCNc1cc(Cl)c(S(=O)(=O)N2CCCCC2)cc1C(=O)O	21	15
CCOC(=O)CCS(=O)(=O)c1nc(-c2ccccc2)cc(C(F)(F)F)n1	36	12
Cc1ccc(-c2csc3nnc(SCC(=O)NCc4ccc5c(c4)OCO5)n23)cc1	-3	38
CC(OCC(O)CN(C)CCOc1ccccc1)c1ccc(Cl)cc1 (stereo not drawn)	33	15

Not all compounds are listed. The share of hits here may be higher or lower than overall.
